mIAP block: mouse IAP inhibition; 330,000 tested, 0.2% active; inhibition, % at 10 µM; purified mouse IAP, CDP-Star luminescence, 30 min; AID 2806;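 active = inhibition of at least 40% at 10 µM in the primary screen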;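 note: plate controls were DMSO with enzyme for no effect and no enzyme wells for full effect; values of inactives mirror those of a sister screen read the other way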
hIAP activ: human IAP activation; P09923; purified human IAP, CDP-Star luminescence, 30 min; stronger effect = higher value; 1 = vehicle-only enzyme, 0 = enzyme-free background; activation factor at 10 µM; 330,000 tested, 0.16% active; AID 2524;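 active = activation factor of the enzyme at least 2-fold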; note: the source names both 10 and 20 µM as test concentration; values of inactives mirror those of a sister screen read the other way
ATG4B inh: blocks human ATG4B protease cleavage of LC3 substrate | Q9Y4P1 | ATG4B cleavage of LC3-PLA2, NBD-HPC fluorescence, 1 h | inhibition, % at 8.33 µM | 340,000 tested, 0.51% active | AID 504462; in the data active = inhibition above about 40%
Target sequence (Q9Y4P1 whole entry, looked up): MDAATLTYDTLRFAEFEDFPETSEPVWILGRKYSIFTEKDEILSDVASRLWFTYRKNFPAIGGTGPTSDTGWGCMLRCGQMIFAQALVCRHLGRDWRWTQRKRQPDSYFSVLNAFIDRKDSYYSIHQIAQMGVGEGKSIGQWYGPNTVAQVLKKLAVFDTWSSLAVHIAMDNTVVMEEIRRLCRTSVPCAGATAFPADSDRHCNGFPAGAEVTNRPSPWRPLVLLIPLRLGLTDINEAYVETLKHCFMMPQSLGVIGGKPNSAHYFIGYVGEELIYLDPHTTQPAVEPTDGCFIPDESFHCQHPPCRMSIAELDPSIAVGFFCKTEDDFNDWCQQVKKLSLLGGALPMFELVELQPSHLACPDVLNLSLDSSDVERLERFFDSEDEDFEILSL
mIAP activ: increases mouse intestinal alkaline phosphatase activity; activation factor at 10 µM; muIAP, CDP-Star luminescence, 30 min; stronger effect = higher value; 1 = vehicle-only enzyme signal, 0 = enzyme-free wells; 330,000 tested, 0.24% active;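 active = activation factor of at least 2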; note: the source names both 10 and 20 µM as test concentration; values of inactives mirror those of a sister screen read the other way
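also added = chemiluminescent substrate CDP-Star | test system = mouse IAP enzyme | signal = chemiluminescence readout | compound = DMSO-dissolved test compounds | incubation = 30 min at room temperature | benchmarks = DMSO wells, no-enzyme wells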
hIAP inh: blocks human intestinal alkaline phosphatase. P09923. purified IAP, CDP-Star luminescence, 30 min. inhibition, % at 10 µM. 330,000 tested, 0.12% active. AID 2544;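 active = inhibition reaching a set limit with compound at 10 µM in the primary screen, cut at about 35% in these data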;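 note: plate controls were DMSO wells with enzyme for no effect and no-enzyme buffer wells for full effect; values of inactives mirror those of a sister screen read the other way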
APOBEC3A inh: inhibitors of human APOBEC3A DNA deaminase; 330,000 tested, 0.41% active; inhibition, % at 20 µM; recombinant A3A, FAM/TAMRA ssDNA deamination fluorescence; P31941; AID 493011;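 active = at least 40% inhibition at 20 µM here, with at most 30% in a related deaminase screen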;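 note: plate controls were A3A with DMSO for no effect and wells lacking A3A enzyme for full effect; some results filed as inactive read as strong as hits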
Target sequence (P31941 whole entry, looked up): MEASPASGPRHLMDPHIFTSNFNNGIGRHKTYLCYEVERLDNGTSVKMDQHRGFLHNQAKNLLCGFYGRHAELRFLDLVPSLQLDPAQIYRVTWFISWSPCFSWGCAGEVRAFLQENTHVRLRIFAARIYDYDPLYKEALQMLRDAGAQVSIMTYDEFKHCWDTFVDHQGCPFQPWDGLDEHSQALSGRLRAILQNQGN
HKDC1 inh: inhibitors of human hexokinase HKDC1. Q2TB90. recombinant HKDC1, G6PDH/diaphorase resazurin coupled fluorescence. inhibition, % at 20 µM. 340,000 tested, 0.16% active. AID 493160;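 active = inhibition above about 35% when tested at 20 µM, limit read from the data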;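 note: plate controls were DMSO wells with enzyme for no effect and DMSO wells lacking enzyme for full effect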
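Material: recombinant HKDC1 hexokinase; Amount: HKDC1 at 5 µg/mL; Medium: Tris pH 8.0 buffer with MgCl2, Tween-20, BSA, BME; Schedule: 90 min reaction incubation at room temperature, dark; Technique: coupled resazurin fluorescence, excitation 525 nm, emission 613 nm.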
PfGluPho inh: PfG6PD (Plasmodium falciparum) enzyme inhibition. inhibition, % at 20 µM. PfGluPho enzyme, NADPH resazurin-diaphorase fluorescence. AID 504690. 350,000 tested, 0.78% active;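 active = inhibition reaching at least a set limit at 20 µM in the primary screen, cut at about 59% in these data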;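 note: 0% = DMSO wells with substrate and 100% = DMSO wells lacking glucose-6-phosphate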
Active calls of the source: *; x = no result given.

Molecule,mIAP block,hIAP activ,ATG4B inh,mIAP activ,hIAP inh,APOBEC3A inh,HKDC1 inh,PfGluPho inh
COc1cc(/C=C2\N=C(C)OC2=O)cc(OC)c1OC,10,1,-8,0.9,-4,-2,-6,7
COCCNC(=S)Nc1ccc2nc(N3CCN(C)CC3)cc(C)c2c1,-13,1,-2,1.1,-4,-1,3,-7
CC[C@@H](C)C(NC(=O)OC(C)(C)C)c1cn([C@@H](CCCCNC(=O)OC(C)(C)C)C(=O)N2CCN(C(=O)OC(C)(C)C)CC2)nn1 (stereo not given in full),-14,1,1,1.1,-1,-4,6,-13
COc1ccc(N2C(=O)C3CC=C(Cl)CC3C2=O)cc1 (stereo not given),3,1.1,13,0.97,-8,-6,10,-14
Cc1ccc(C)c(NS(=O)(=O)c2ccccc2C)c1,4,0.86,2,0.96,14,2,0,47
COc1ccc(CC(=O)N2CCOCC2)cc1OC,-2,1.1,-6,1,-12,-2,-6,-10
COc1cccc2cc(C(=O)N(C)C)c(=O)oc12,3,0.94,-9,0.97,6,-3,-2,-7
Cc1nc(C)n(CC(=O)N2CCCC(C(=O)c3ccc(Cl)cc3C)C2)n1 (stereo not given),8,0.96,0,0.92,4,-2,-11,0
COc1ccc(N2C(=O)CC(Sc3nnc(-c4ccccc4F)n3C)C2=O)cc1 (stereo not given),0,1.1,-4,1,-10,1,-2,0
Cc1nn2cnc3sc4c(c3c2nc1=O)CCCC4,8,0.9,-8,0.92,10,-7,1,-20
COc1ccccc1C(=O)NCCC(=O)N(Cc1ccco1)Cc1cccs1,2,1,10,0.98,-3,0,-3,1
C=CCn1cnc2scc(-c3ccc(C)c(C)c3)c2c1=O,12,1.1,-5,0.88,-10,-5,12,-8
CCC(NC(=O)C1CCC1)c1ccccc1 (stereo not given),-8,1.4,-13,1.1,-36,-3,-3,-3
COc1ccc(Sc2nc3ccccc3n3c(C(F)(F)F)nnc23)cc1,15,1.1,2,0.85,-10,-3,-10,-6
CC(Sc1nnc(-c2ccco2)n1N)C(=O)NC1CCCCC1C (stereo not given),5,1.2,-1,0.95,-22,-2,-1,-22
O=C(Nc1nc(-c2ccco2)c(-c2ccco2)s1)c1ccc(F)cc1F,51*,0.92,26,0.49,8,46,11,32
O=C(COC(=O)c1ccc(Br)cc1)NCCC1=CCCCC1,3,1.1,-3,0.97,-6,2,-3,2
CCOC(=O)c1c(C)[nH]c(C)c1C(=O)CSc1nc2ccccc2n1CC,-22,1,0,1.2,-2,-4,1,-9
C/C(=N\NC(=O)c1ccn[nH]1)c1cn(C)nc1C,-9,1.1,0,1.1,-8,-2,-4,-20
COc1cc(OC)cc(C(=O)Nc2ccc(-n3cnnn3)c(C)c2)c1,2,0.99,-10,0.98,1,-4,-12,52
Cc1ccc(NC(=O)CN(C)C(=O)COC(=O)C2=COCCO2)cc1,-1,1,-7,1,-2,2,-7,2
CC1CCN(C(c2ccc(N(C)C)cc2)c2nnnn2Cc2ccc(F)cc2)CC1 (stereo not given),-3,0.87,-6,1,13,-2,7,9
COc1ccc(-n2c(C)cc(C(=O)Cn3nc(C(=O)O)c4ccccc4c3=O)c2C)cc1,2,1.1,4,0.98,-13,-3,-2,-7
O=C(c1sc2ccccc2c1Cl)N1CCN(c2ccc(F)cc2)CC1,-8,0.93,0,1.1,7,2,-5,7

Profiles from above:
Cc1ccc(NC(=O)CN(C)C(=O)COC(=O)C2=COCCO2)cc1 reads mIAP block = -1; hIAP activ = 1; ATG4B inh = -7; mIAP activ = 1; hIAP inh = -2; APOBEC3A inh = 2; HKDC1 inh = -7; PfGluPho inh = 2
CC1CCN(C(c2ccc(N(C)C)cc2)c2nnnn2Cc2ccc(F)cc2)CC1 (stereo not given) reads mIAP block = -3; hIAP activ = 0.87; ATG4B inh = -6; mIAP activ = 1; hIAP inh = 13; APOBEC3A inh = -2; HKDC1 inh = 7; PfGluPho inh = 9
CCOC(=O)c1c(C)[nH]c(C)c1C(=O)CSc1nc2ccccc2n1CC reads mIAP block = -22; hIAP activ = 1; ATG4B inh = 0; mIAP activ = 1.2; hIAP inh = -2; APOBEC3A inh = -4; HKDC1 inh = 1; PfGluPho inh = -9

Next section.
Molecule,mIAP block,hIAP activ,ATG4B inh,mIAP activ,hIAP inh,APOBEC3A inh,HKDC1 inh,PfGluPho inh
COc1ccc(N2CCN(Cc3cc(=O)oc4ccc(Cl)cc34)CC2)cc1,4,0.81,-7,0.96,19,0,0,-14
Cc1cccc(OCc2ccc(C(=O)Nc3ccc(F)cc3)cc2)c1,-7,0.95,2,1.1,5,2,-4,-11
COc1ccc(CN2CCCC(C(=O)c3ccc(SC)cc3)C2)cc1Cn1cccn1 (stereo not given),-4,0.89,0,1,11,6,2,11
Cc1ccc(S(=O)(=O)N2CCC(C(=O)N[C@@H](C)C(=O)Nc3ccc(F)cc3)CC2)cc1,-7,1.4,-6,1.1,-41,0,-1,-10
C=CCn1c(SCC(=O)Nc2cc(C)nn2-c2ccccc2)nnc1C1CCCCC1,2,1,-12,0.98,-5,-1,4,-8
CC[C@]1(C(=O)OC)[C@H]2C(=O)N(C)C(=O)[C@H]2[C@H]2CN(C)C(=NC3CCCCC3)N21,0,x,3,1,x,3,-6,11
Brc1cccc(OCCOCCn2ccnc2)c1,-4,1,-1,1,-4,-1,-8,9
Cc1noc(NS(=O)(=O)c2ccc(NC(=O)c3ccccc3NS(=O)(=O)c3ccc(F)cc3)cc2)c1C,1,1,5,0.99,-1,-5,-1,-27
Cc1ccc(C)c(/C=N/n2cc(-c3ccccc3)[nH]c2=S)c1,11,1,1,0.89,-4,0,-5,28
O=C(O)c1cccc(S(=O)(=O)N2CCC(Cc3ccccc3)CC2)c1,4,1.1,-1,0.96,-6,-3,-3,-31
COc1ccc(C(C)NC(=O)C2CCCC2)cc1 (stereo not given),4,0.84,0,0.96,16,-8,-2,-12
COc1cccc(OCC(O)CN2CCN(CCN3C(=O)c4cccc5cccc(c45)C3=O)CC2)c1 (stereo not given),5,1.1,-15,0.95,-11,3,-8,-3
COc1ccc(-c2csc(NC(=O)C3CCCO3)n2)cc1 (stereo not given),0,0.8,-1,1,20,1,0,30
Cc1onc(-c2ccccc2Cl)c1C(=O)N1CC(C)CC(C)C1 (stereo not given),-3,0.97,-10,1,3,-4,-5,-14
CCC/C(O)=C1\C(=O)CC(c2ccccc2)CC1=NCCc1c(C)[nH]c2ccccc12 (stereo not given),-12,0.89,-8,1.1,11,4,8,8
CCCn1cc2c(c1-c1ccc(C)cc1)c(=O)n(C)c(=O)n2C,1,1.1,-13,0.99,-9,0,-14,5
COc1ccc(CCN2CC(C(=O)O)CC2=O)cc1 (stereo not given),12,0.78,-12,0.88,22,-2,2,4
Cc1ccc(OCC(=O)NCC2CCCO2)c(C)c1 (stereo not given),2,0.99,0,0.98,1,3,1,-19
CC(Oc1ccc(Cl)cc1)C(=O)Nc1sccc1C(N)=O (stereo not given),8,1,1,0.92,-1,7,0,26
CC[C@@]1(c2ccccc2OC)C(=O)N(C(=O)OC)N1C(=O)OC,5,0.93,-7,0.95,7,-1,-3,2
COCCNC(=O)C1CCC(CNS(=O)(=O)c2cccc3nsnc23)CC1 (stereo not given),12,1.1,4,0.88,-12,-4,-1,-5
CCOC(=O)C1CCN(C(=O)COC(=O)C2CCN(S(=O)(=O)c3ccc4c(c3)OCCO4)CC2)CC1,-1,1.1,-3,1,-13,-2,-6,-26
CCOc1cc(CNCc2ccncc2)cc(Br)c1OCc1ccc(F)cc1,-7,1.1,-10,1.1,-15,-6,-9,16
CCC(=O)N1CCN(c2ccc(Cl)cc2NC(=O)Cc2ccccc2)CC1,4,0.99,-7,0.96,1,0,-5,1
C#CCOCCOCCOCCNc1nc(N2CCN(C(=O)C([C@@H](C)CC)n3cc(C(N)COC(=O)C(F)(F)F)nn3)CC2)nc(N2CCN(C(=O)C([C@@H](C)CC)n3cc(C(N)CC(C)C)nn3)CC2)n1 (stereo not given in full),-5,0.91,-18,1.1,9,-5,3,10
O=C(COc1ccc(Cl)cc1)Nc1ccc2oc(=O)ccc2c1,7,1.2,-5,0.93,-16,-4,-5,3
CC(C(=O)NC(c1ccccc1)c1ccccc1)N1CCOCC1 (stereo not given),0,0.97,6,1,3,0,-6,-10
Cc1ccc(-c2cnc(-c3ccncc3)o2)cc1,4,0.87,0,0.95,13,-2,1,-10
COCc1c(C(=O)N/N=C/c2ccco2)nnn1-c1nonc1N,-2,0.9,4,1,10,-3,-3,8
CCN(CC)C(=O)Oc1ccc2c(=O)c(-c3ccc(OC)cc3)coc2c1,7,1.2,-13,0.93,-15,-5,6,6
Cc1cc(NC(=O)CSc2nc3ccccc3c(=O)n2-c2ccccc2)no1,4,1.1,-2,0.96,-6,-2,-3,20
Cn1c(Oc2ccc(F)cc2F)c(C=O)c2ccccc21,3,1.1,-6,0.97,-11,-2,-4,15
O/N=C(\c1ccccc1)c1nccc2ccccc12,5,1,-10,0.95,0,-5,-2,-2
CCOc1ccc(NC(=O)c2c(NC(=O)CN3CCCC3)sc3c2CCC3)cc1,8,1.2,-4,0.92,-23,-5,-11,16
CCC1C(c2ccccc2)N(C)C(c2ccccc2)CC1(O)c1ccccc1 (stereo not given),10,0.93,9,0.9,7,-1,0,20
O=c1ccc2cc3c(-c4ccccc4)coc3cc2o1,14,0.85,-12,0.86,15,-5,0,6
CCCN1CCN(C(=S)Nc2ccc([N+](=O)[O-])cc2)CC1,12,0.94,-16,0.88,6,1,-6,9
CCOC(=O)CN(C)Cc1c[nH]c2ccccc12,6,0.91,x,0.94,9,-11,x,x
CCC(C)N(C(=O)Cn1c(Cl)nc2c1c(=O)n(C)c(=O)n2C)C1CCS(=O)(=O)C1 (stereo not given),1,0.87,-2,0.99,13,0,-5,-10
CCC1(c2ccc(OC)cc2)NC(=O)N(CC(=O)c2ccc3c(c2)OCCO3)C1=O (stereo not given),-3,1,-11,1,-3,1,-8,0
COc1ccc(C(=O)C[n+]2cc(Br)cc3ccccc32)cc1[N+](=O)[O-],14,0.93,7,0.86,8,-4,14,7
COc1ccc2oc(=O)c(C(=O)NCc3ccc(F)cc3)cc2c1,-4,1,-11,1,-4,0,-5,-5
Cc1cc(C)cc(NC(=O)c2cccc3c2C(=O)N(C2CCCCC2)C3)c1,8,1.1,3,0.92,-10,3,-2,-1
O=C(O)c1cccc(C(=O)c2cccc3ccccc23)c1,4,0.97,1,0.96,3,-3,1,-5
Clc1ccc(-c2n[nH]c3c2CCCC3)cc1,2,1.5,-9,0.97,-45,-1,3,22
CC(C)NC(=S)N1CCC(Cc2ccccc2)CC1,-15,1,-14,1.1,-1,-4,-5,10
O=C(Nc1ccccc1C(=O)O)c1ccc(N2C(=O)C3CC=CCC3C2=O)cc1 (stereo not given),-4,0.96,-5,1,4,-8,-1,-7
CCOC(=O)c1cnc2c(OC)cccc2c1N1CCN(c2ccccc2OC)CC1,-4,1.1,-15,1,-7,2,0,25
COCC1CCN(Cc2c(C(=O)N3CCc4ccccc4C3)nc3ccc(Cl)cn23)C1 (stereo not given),6,0.96,1,0.94,4,6,1,5
Cn1c(Cl)cnc1C(O)(c1ccccc1)c1ccccc1,6,1.1,-3,0.94,-14,0,-1,0

Source: PubChem (Sanford-Burnham Center for Chemical Genomics)
